HGIII-sPLA2 inh – Inhibits HGIII-sPLA2 liposome hydrolysis, primary screen; Q9NZ20; QFRET BODIPY PC-A2 liposome hydrolysis, fluorescence; inhibition, % at 12.2 µM; actives 0.56% (n = 370,000); AID 743126;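 active = inhibition above mean plus 3 SD of compounds lying within the high and low control bounds, cut at about 19% in these data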;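 note: 0% = median of test compound wells and 100% = no enzyme DMSO wells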
ASAP1 GAP inh – ASAP1 ArfGAP inhibition. actives 0.19% (n = 360,000). inhibition, % at 16.5 µM. ASAP1-stimulated ARF1 GTP hydrolysis, GDP FP detection; in the data active = inhibition above about 25%;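 note: 0% = vehicle with enzyme and substrate and 100% = no enzyme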
GC-A act – GC-A (human) enzyme activation; activation, % at 10 µM; P16066; HEK293 GC-A cells, cGMP TR-FRET, EC30 ANP; 0% at EC30 ANP, 100% saturating ANP; actives 0.14% (n = 370,000); in the data active = activation above about 40%
GAA850 FXN act – increases GAA850 frataxin promoter reporter activity | actives 0.56% (n = 360,000) | HEK293 lucGAA850 FXN promoter luciferase reporter, 24 h; percent of 10 µM SAHA response | activation, % at 6 µM;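 active = activation above the average of all compounds screened plus 3 SD, cutoff fixed separately per campaign, cut at about 7.5% in these data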;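 note: 0% = DMSO wells and 100% = 10 µM SAHA wells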
ADAM10 inh – inhibitors of human ADAM10; O14672; recombinant ADAM10, EDANS/DABCYL FRET peptide cleavage, 3 h; inhibition, % at 7 µM; actives 0.62% (n = 370,000);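 active = inhibition above a per-campaign cutoff equal to the mean of compounds falling between control-based bounds plus 3 SD, cut at about 20% in these data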;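 note: 0% = DMSO wells while the 100% control is not disclosed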
KLK7 zymogen act – activators of human kallikrein-7 zymogen. P49862. purified proKLK7, EDANS-DABCYL substrate fluorescence; 100% is mature enzyme control, 0% vehicle. activation, % at 7 µM. actives 0.9% (n = 370,000). AID 652039;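 active = activation above the mean of all tested compounds plus 3 SD, computed per campaign excluding outliers beyond control limits, cut at about 13% in these data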
Target sequence (P49862 whole entry, looked up): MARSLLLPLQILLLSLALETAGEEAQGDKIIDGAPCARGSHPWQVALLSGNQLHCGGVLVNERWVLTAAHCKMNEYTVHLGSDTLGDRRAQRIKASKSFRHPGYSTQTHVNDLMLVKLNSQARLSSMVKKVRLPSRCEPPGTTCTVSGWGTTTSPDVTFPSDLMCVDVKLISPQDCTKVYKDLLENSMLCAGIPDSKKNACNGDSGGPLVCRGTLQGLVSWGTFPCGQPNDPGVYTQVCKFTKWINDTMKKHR
ARFGAP1 inh – inhibits rat ARF GTPase activating protein 1; Q62848; Arfgap1-stimulated ARF1 GTP hydrolysis, GDP FP detection; inhibition, % at 16.5 µM; actives 0.26% (n = 360,000);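 active = inhibition above a per-plate limit, mean inhibition of low control wells plus 3 SD, cut at about 25% in these data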;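 note: 0% = DMSO wells with enzyme and 100% = wells lacking Arfgap1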
Target sequence (Q62848 1-136 limits assumed): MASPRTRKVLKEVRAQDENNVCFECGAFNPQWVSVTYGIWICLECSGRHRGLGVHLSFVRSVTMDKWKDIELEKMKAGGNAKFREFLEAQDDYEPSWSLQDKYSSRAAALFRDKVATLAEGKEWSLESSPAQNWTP
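Material: rat Arfgap1 GAP domain (His6, aa 1-136), purified enzyme. Also added: human ARF1(Δ1-17)-GTP substrate. Compound dosing: 16.5 µM single point, 1.26% DMSO. Timing: enzyme reaction 120 min at 25 °C after 20 min preincubation. Signal: GDP detection by fluorescence polarization. Read-out basis: percent inhibition of GAP-stimulated GDP formation, scaled between DMSO and no-Arfgap1 medians.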
rCAG RNA binder – binds r(CAG) RNA repeats | r(CAG) RNA repeat, TO-PRO-1 dye displacement fluorescence | inhibition, % at 3 µM | actives 1.3% (n = 370,000) | AID 651821;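 active = inhibition above the plate cutoff, the mean of all test compounds on that plate plus 3 SD, cut at about 35% in these data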;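 note: 0% = DMSO alone and 100% = 100 µM mitoxantrone as full dye displacement; higher means more dye released from RNA so lower well fluorescence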
DDE Tn6 FP inh – inhibitors of Tn6 peptide binding to human fibrin DD(E). P02675. Fibrin DD(E) TRITC-Tn6 fluorescence polarization displacement. inhibition, % at 8.3 µM. actives 0.21% (n = 370,000). AID 720509;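 active = inhibition above a per-campaign cutoff: mean of compounds within control limits plus 3 SD, cut at about 15% in these data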;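 note: 0% = median of all compound wells on the plate and 100% = blocking peptide control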
Target sequence (P02675 whole entry, looked up): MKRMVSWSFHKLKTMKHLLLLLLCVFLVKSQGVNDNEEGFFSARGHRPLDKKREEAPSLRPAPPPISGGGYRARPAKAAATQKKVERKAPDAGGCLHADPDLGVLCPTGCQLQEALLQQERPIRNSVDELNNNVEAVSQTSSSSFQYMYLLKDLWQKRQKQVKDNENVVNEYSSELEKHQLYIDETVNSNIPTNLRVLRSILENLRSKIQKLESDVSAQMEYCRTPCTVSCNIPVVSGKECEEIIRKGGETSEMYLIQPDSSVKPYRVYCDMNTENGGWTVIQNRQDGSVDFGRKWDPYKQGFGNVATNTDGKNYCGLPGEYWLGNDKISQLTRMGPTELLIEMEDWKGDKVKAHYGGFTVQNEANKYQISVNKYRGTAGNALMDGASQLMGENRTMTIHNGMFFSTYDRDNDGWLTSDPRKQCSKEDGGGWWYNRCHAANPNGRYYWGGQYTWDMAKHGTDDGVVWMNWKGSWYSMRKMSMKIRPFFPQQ
GC-B act – GC-B (human) receptor activation; P20594; HEK293-GC-B cells, CNP EC30, cGMP TR-FRET; 0% at EC30 CNP, 100% saturating CNP; activation, % at 10 µM; actives 0.11% (n = 370,000); AID 1920062;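 active = activation at 10 µM reaching about 35% in either raw or pattern-adjusted values, limit read from the data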
Active calls of the source: *; . = not tested or not shown.

SMILES | HGIII-sPLA2 inh | ASAP1 GAP inh | GC-A act | GAA850 FXN act | ADAM10 inh | KLK7 zymogen act | ARFGAP1 inh | rCAG RNA binder | DDE Tn6 FP inh | GC-B act
Cc1ccc2[nH]c(=O)cc(C(=O)OCC(=O)c3ccc(F)cc3)c2c1 | 7 | 1 | 2 | -0.1 | -7 | -0.6 | 20 | 1 | -4 | -2
CCN(CC)S(=O)(=O)c1cccc(-c2nnc(SCC(=O)NC3CCCCCC3)n2N)c1 | -13 | 7 | 0 | -3.1 | 10 | -0.3 | -2 | -7 | -4 | 1
CCCOc1ccc(C(=O)NCCCn2ccnc2)cc1 | -3 | 1 | 1 | -0.3 | -8 | 0.2 | 9 | 1 | 8 | 2
COC(=O)CSc1nc2c(c(C3CC=CCC3)c1C#N)CCC2 (stereo not drawn) | -5 | 3 | -2 | 0.3 | 11 | 0.2 | -5 | -3 | 13 | -3
CCOc1ccc(S(=O)(=O)NCCC(=O)NC2CCCCC2)cc1 | -4 | 10 | 3 | 1.2 | -3 | -0.1 | 6 | -9 | 4 | 0
CCOC(=O)c1c(C(F)(F)F)nc2ncccn12 | -3 | -11 | -4 | 0.9 | -23 | 2.0 | -2 | 2 | 4 | 1
CC(C)c1nnc(NC(=O)c2cccnc2)s1 | 4 | -17 | 2 | 2.0 | -4 | -0.7 | -5 | 2 | 0 | -1
C=CCn1c(SCC(=O)NCc2ccco2)nnc1C1CCCCC1 | -8 | -5 | 2 | 0.1 | 3 | 0.7 | -2 | -1 | -4 | -4
Clc1ccc(CSc2ncn(-c3ccccc3)n2)cc1 | 5 | -4 | -7 | -0.8 | 6 | 0.0 | 3 | -3 | -4 | 0
S=C(Nc1cccc(Cl)c1)OCCN1CCCC12CCC(c1ccccc1)CC2 (stereo not drawn) | -5 | . | -1 | . | 3 | . | . | . | -6 | -3
COCCCN(C(=S)Nc1c(C)cc(C)cc1C)C(C)c1ccncc1 (stereo not drawn) | 7 | 3 | 0 | 2.1 | 3 | 0.2 | 8 | -1 | 3 | -3
O=C(NC1CCSc2ccccc21)c1cccc(OC(F)F)c1 (stereo not drawn) | -5 | -5 | -3 | -1.0 | 4 | -0.1 | 17 | 1 | -5 | 1
O=S1(=O)CCSC[C@@H](CN2CCOCC2)N1 | 3 | 13 | 3 | . | -9 | 0.4 | 2 | -2 | 6 | 3
O=C(NC1CCCCC1)c1ccc(S(=O)(=O)c2ccccc2)cc1 | 4 | -5 | -14 | -0.1 | 1 | 0.4 | 6 | -4 | -1 | -4
Brc1ccc(OCc2ccccc2)c(CNCc2ccncc2)c1 | -1 | 7 | -19 | -2.3 | 6 | 0.2 | 8 | -6 | -5 | -14
COC(C(=O)C(O)C(C)O)C1Cc2cc3cc(OC4CC(OC5CC(O)C(O)C(C)O5)C(O)C(C)O4)c(C)c(O)c3c(O)c2C(=O)C1OC1CC(OC2CC(OC3CC(O)C(OC)C(C)O3)C(O)C(C)O2)C(O)C(C)O1 (stereo not drawn) | -15 | -12 | -2 | -13 | -3 | -3.4 | -11 | 28 | 7 | -2
CCCNCC1C(Oc2ccc(Cl)cc2)C(=O)N1c1ccccc1C (stereo not drawn) | 1 | 9 | -2 | -0.3 | -4 | 0.5 | 2 | -5 | 7 | -2
CC1=NNC(=O)C1CC(=O)N/N=C(\C)c1cccs1 (stereo not drawn) | -8 | 10 | -2 | 4.2 | -6 | -0.8 | 8 | 0 | -1 | -3
CCCCN(C=O)c1c(CC)nc2ccc(C(=O)NCc3cccs3)cn12 | -1 | -11 | 0 | -0.1 | -23 | 0.7 | -7 | 1 | -1 | -1
O=C(Nc1cccc(Cl)c1)c1cc(-c2ccco2)on1 | 6 | 5 | 0 | 0.6 | 12 | -0.2 | 5 | 6 | -4 | -3
Nc1ccc2nc(SCC(=O)N3CCN(c4ccccc4)CC3)sc2c1 | 10 | 7 | -3 | -1.4 | -8 | -0.5 | -6 | 3 | -3 | 2
CCCN1CCC(NC(=O)c2cccc(Oc3ccccc3)c2)CC1 | 0 | 2 | 2 | 1.1 | -4 | 0.2 | 7 | -5 | -4 | 4
CCN(CC)CCNC(=O)C(=O)NCC1OCCN1S(=O)(=O)c1ccc(Cl)cc1 (stereo not drawn) | 1 | 9 | -3 | 1.0 | 4 | -0.6 | -3 | 0 | 4 | 0
Cc1cccc(NC(=O)Nc2ccc(Cl)cc2)n1 | -2 | 1 | 4 | 4.3 | -6 | 0.0 | -1 | 0 | -2 | 2
C=CC(=O)NC1CCCCN(C)C1=O (stereo not drawn) | 10 | -5 | 5 | . | -4 | -0.1 | -5 | 21 | -1 | -4
COc1ccc(NC(=O)CCNC(=O)c2ccco2)cc1S(=O)(=O)N(C)C | -1 | 8 | -3 | -0.1 | -2 | 0.5 | 2 | 6 | -1 | -4
CCc1cc(-c2cnnn2Cc2ccccc2)ccc1-c1cn(CC(C)C)nn1 | -13 | 5 | 1 | -0.7 | 9 | 0.3 | 12 | 3 | -4 | 4
Cc1cc(=O)[nH]c(SCC(=O)c2ccc(O)c(O)c2)n1 | 1 | 0 | 4 | 2.7 | 7 | -0.2 | -1 | 0 | 1 | 1
C=CCn1c(SCc2nc3sc4c(c3c(=O)[nH]2)CCCC4)nc2ccccc2c1=O | -7 | -2 | -2 | -1.6 | -9 | 0.0 | -6 | 4 | 0 | 3
O=C(CNC(=O)Cc1ccccc1)NCC(=O)OCC(=O)c1ccc(Cl)cc1 | -1 | 0 | -1 | 1.6 | 12 | 0.1 | -12 | 2 | -5 | 5
C[C@H]1[C@H](c2ccccc2)Oc2cccc(NCCc3ccccc3)c2S(=O)(=O)N1Cc1cccc(Cl)c1 | -3 | 13 | 3 | . | 1 | -1.0 | 1 | 9 | -4 | 2
COc1ccc(S(=O)(=O)N2CCN(C(=O)N3CCOCC3)C2C)cc1 (stereo not drawn) | 6 | -9 | -4 | 0.3 | 8 | 0.5 | 4 | 3 | -3 | -1
O=C1c2ccccc2C(c2nnnn2Cc2ccccc2)N1Cc1ccc2c(c1)OCO2 (stereo not drawn) | 0 | 10 | 0 | . | -12 | -0.5 | -6 | 1 | -7 | -2
Cc1[nH]c2ccccc2c1C(=O)CSc1ncn[nH]1 | -1 | 3 | -3 | 0.7 | 8 | -0.5 | 12 | 3 | -3 | -7
O=S(=O)(c1cccc(S(=O)(=O)N2CCOCC2)c1)N1CCCCCC1 | -4 | 7 | 0 | 2.2 | 7 | 0.6 | 3 | -2 | -5 | 1
OCc1nc2ccccc2n1CCOc1ccccc1 | -6 | -2 | 9 | 1.3 | -10 | -0.4 | 5 | -1 | -3 | -3
NCCN1C(=O)S/C(=C\c2ccc3c(c2)OCO3)C1=O | 3 | -11 | -17 | -12 | -4 | -2.8 | -10 | 13 | 6 | -13
O=C(Nc1ccc2c(c1)OCCO2)C(=S)NCc1ccccc1 | 1 | 6 | 3 | 0.6 | 2 | 0.0 | -7 | -3 | 6 | 2
CN(C)C(=O)c1snnc1-c1ccccc1 | 10 | 9 | -1 | 0.7 | -1 | 0.4 | 0 | 0 | -13 | 2
NS(=O)(=O)c1cccc(NC(=O)COC(=O)CC2CC3CCC2C3)c1 (stereo not drawn) | 0 | 5 | 2 | 1.2 | 9 | 0.1 | -11 | 0 | 0 | -10
CCCCn1c(=O)c(CCC(=O)OCC(=O)Nc2cccc3ccccc23)nc2ccccc21 | -1 | 0 | 7 | -2.3 | -9 | 0.3 | 5 | 3 | 1 | 2
C/C(=N\N=C(N)N)c1cc(Cl)ccc1Cl | 9 | -5 | -5 | -2.7 | 10 | -0.3 | 3 | 5 | 9 | -2
COc1ccc2nc(NC(=O)Cc3cccs3)sc2c1 | -15 | 2 | 5 | 0.5 | 10 | 0.1 | -2 | 4 | -7 | 1
O=C(CN(Cc1ccccc1)C(=O)c1cc2c(s1)CCC2)NCc1cccs1 | 1 | -5 | -7 | 0.1 | 11 | 0.8 | -10 | 3 | -2 | -2
CCOC(=O)C1CCN(S(=O)(=O)c2cn(C)c(C)n2)CC1 | 2 | -10 | 4 | 0.1 | -3 | 0.3 | -4 | -3 | 7 | 3
CCCCOc1cccc(/C=C(\C#N)C(=O)NC2CC2)c1 | 4 | -6 | -5 | 1.5 | -14 | -1.0 | -6 | -5 | 1 | -9
C[C@@H]1CN([C@@H](C)CO)S(=O)(=O)c2ccc(-c3ccccc3)cc2O[C@@H]1CN(C)Cc1ccccc1C(=O)O | -12 | 10 | -1 | 0.7 | -9 | -0.1 | 1 | 8 | 9 | -1
Cc1cc(C)nc(/N=C(\N)Nc2ccc(OCc3ccccc3)cc2)n1 | -1 | 6 | -11 | -0.3 | -6 | -0.3 | 3 | 22 | 0 | -6
O=C(CN(CCCN1CCOCC1)C(=O)Cn1nnc(-c2ccc(F)cc2)n1)NC1CCCCC1 | 1 | 0 | -5 | -2.8 | -3 | 0.2 | -5 | -1 | -4 | 1
Cc1cc(C(F)F)n2ncc(C(=O)NCc3ccccc3C(F)(F)F)c2n1 | -5 | 2 | 10 | 4.4 | -12 | 0.1 | 2 | 2 | 3 | 3
O=C(NCCOC(=O)c1ccccc1C(=O)OCCNC(=O)c1cccnc1)c1cccnc1 | 2 | -4 | -1 | -2.6 | 6 | 0.6 | 6 | 2 | 4 | 4
CC(=O)c1cccc(NC(=O)c2cccc3c(-c4cnn(C)c4)coc23)c1 | 3 | 7 | 4 | 0.9 | -9 | -0.6 | 28* | 5 | 7 | 7
S=c1[nH]nc(-c2ccc3c(c2)OCO3)n1-c1ccccc1 | 25* | -7 | 3 | 0.2 | -14 | -1.3 | 3 | -1 | 2 | 0
Cc1cc2c(cc1S(=O)(=O)N(C)Cc1ccccc1)n(C)c(=O)c(=O)n2C | 6 | -8 | 3 | -1.5 | -74 | 1.3 | 9 | 1 | 4 | 2
CCCc1nc2ccccc2n1CCc1ccccc1 | 6 | 4 | 0 | 4.5 | 2 | 0.2 | -7 | -8 | -4 | -4
COc1ccc2[nH]c(=O)c(C(c3nnnn3C3CCCC3)N3CCN(Cc4ccc5c(c4)OCO5)CC3)cc2c1 (stereo not drawn) | -15 | -11 | -1 | 0.6 | -210 | -0.2 | -3 | 6 | -7 | -1
COc1ccc(C2CC2/C(=N/O)c2ccccn2)cc1 (stereo not drawn) | 5 | -10 | 4 | 4.5 | -10 | -0.1 | -8 | -3 | -3 | 7

Profiles, looked up by structure. Order of screens: HGIII-sPLA2 inh | ASAP1 GAP inh | GC-A act | GAA850 FXN act | ADAM10 inh | KLK7 zymogen act | ARFGAP1 inh | rCAG RNA binder | DDE Tn6 FP inh | GC-B act
S=c1[nH]nc(-c2ccc3c(c2)OCO3)n1-c1ccccc1 as listed: 25* | -7 | 3 | 0.2 | -14 | -1.3 | 3 | -1 | 2 | 0
Cc1cc2c(cc1S(=O)(=O)N(C)Cc1ccccc1)n(C)c(=O)c(=O)n2C as listed: 6 | -8 | 3 | -1.5 | -74 | 1.3 | 9 | 1 | 4 | 2
CC(=O)c1cccc(NC(=O)c2cccc3c(-c4cnn(C)c4)coc23)c1 as listed: 3 | 7 | 4 | 0.9 | -9 | -0.6 | 28* | 5 | 7 | 7

Source: PubChem (several laboratories)
